BioA inh – inhibitors of Mycobacterium tuberculosis BioA enzyme; purified M. tuberculosis BioA enzyme, plate reader; inhibition, % at 9.99 µM; actives 0.096% (n = 360,000); in the data active = inhibition above about 40%
The depositor's hits bear a star; & = joins results of further samples.

Start of the data: the first three records, ahead of the listing:
SMILES | BioA inh
CCCNC(=O)N1C[C@H](O)COC[C@H]2O[C@H](CC(=O)N3CCN(C)CC3)CC[C@@H]21 | -6.2
C[C@@H]1CCCCO[C@@H](CN(C)S(=O)(=O)c2cn(C)cn2)[C@H](C)CN([C@@H](C)CO)C(=O)c2cc(NC(=O)C3CCCCC3)ccc2O1 | -2.2
COc1ccc(S(=O)(=O)N(C)C[C@H]2Oc3ccc(NC(=O)Cc4ccccc4)cc3C(=O)N([C@@H](C)CO)C[C@@H]2C)cc1 | -2.2

Main list, from the first entry:
SMILES | BioA inh
CCCNC(=O)N1C[C@H](O)COC[C@H]2O[C@H](CC(=O)N3CCN(C)CC3)CC[C@@H]21 | -6.2
C[C@@H]1CCCCO[C@@H](CN(C)S(=O)(=O)c2cn(C)cn2)[C@H](C)CN([C@@H](C)CO)C(=O)c2cc(NC(=O)C3CCCCC3)ccc2O1 | -2.2
COc1ccc(S(=O)(=O)N(C)C[C@H]2Oc3ccc(NC(=O)Cc4ccccc4)cc3C(=O)N([C@@H](C)CO)C[C@@H]2C)cc1 | -2.2
Cc1ccccc1-c1cnc2c(c1)C(=O)N([C@H](C)CO)C[C@@H](C)[C@@H](CN(C)C(=O)c1ccc(F)cc1)O2 | 4.7
CCN1[C@H](C(=O)NCc2ccccc2)[C@@H](CO)[C@@H]2Cn3c(ccc(-c4ccncc4)c3=O)[C@@H]21 | -0.8
C[C@@H]1CN([C@H](C)CO)C(=O)c2cc(C#CC3CC3)cnc2O[C@H]1CN(C)Cc1ccncc1 | -0.6
CC(=O)N(C)C[C@H]1Oc2cc(C#CCN(C)C)ccc2S(=O)(=O)N([C@@H](C)CO)C[C@@H]1C | -0.9
COc1cccc(S(=O)(=O)Nc2ccc3c(c2)C(=O)N(C)[C@@H]2CC[C@@H](CC(=O)NCC4CCCCC4)O[C@@H]2CO3)c1 | -0.9
COCC(=O)Nc1ccc2c(c1)C(=O)N(C)C[C@H](OC)[C@@H](C)CN(CC1CCCCC1)[C@@H](C)CO2 | 2.3
COC(=O)C[C@@H]1CC[C@H]2[C@@H](COc3ccc(NC(=O)NCc4ccccc4)cc3C(=O)N2C)O1 | 0.2
CN1[C@@H]2c3ccc(-c4ccc(F)cc4)c(=O)n3C[C@@H]2[C@@H](CO)[C@@H]1C(=O)NCC1CC1 | 3.1
O=C(C[C@@H]1CC[C@H](NC(=O)c2ccncc2)[C@@H](CO)O1)NCCc1ccncc1 | -3.0
C[C@@H]1CN([C@@H](C)CO)C(=O)c2cc(NC(=O)NC3CCCCC3)ccc2O[C@@H](C)CCCCO[C@H]1CN(C)Cc1ccc2c(c1)OCO2 | -1.2
O=C(NCC[C@H]1CC[C@H](NC(=O)C2CCCCC2)[C@@H](CO)O1)c1cc(Cl)cc(Cl)c1 | 4.3
OC[C@H]1[C@@H](c2ccccc2)[C@H](CNCC2CCC2)N1CC1CC1 | -0.9
C[C@@H]1CN([C@H](C)CO)C(=O)c2cc(C#CCN(C)C)cnc2O[C@@H]1CN(C)Cc1ccccc1F | -2.4
CN(C)CCCNC(=O)C[C@@H]1CC[C@@H]2[C@H](COC[C@@H](O)CN2CC2CCCC2)O1 | -4.2
COc1cccc(NC(=O)N(C)C[C@@H]2OCc3ccccc3-c3ccccc3C(=O)N([C@H](C)CO)C[C@H]2C)c1 | 1.0
CCCNC(=O)Nc1ccc2c(c1)C(=O)N(C)[C@H]1CC[C@H](CC(=O)NCC3CCCCC3)O[C@H]1CO2 | -1.7
Cn1cnc(CCNC(=O)C[C@H]2CC[C@@H]3[C@H](COC[C@H](O)CN3C(=O)Nc3ccccc3)O2)c1 | 0.6
CC(C)NC(=O)N(C)C[C@H]1Oc2cc(C#CC(C)(C)O)ccc2S(=O)(=O)N([C@@H](C)CO)C[C@H]1C | -1.7
COc1ccccc1CNC(=O)C[C@H]1C[C@@H]2c3cc(N(C)C)ccc3O[C@@H]2[C@@H](CO)O1 | 2.4
C[C@@H]1CN([C@@H](C)CO)C(=O)CCCn2cc(nn2)CO[C@H]1CN(C)C(=O)CCC(F)(F)F | 0.5&-1.3
CC=Cc1ccc2n(c1=O)C[C@@H]1[C@@H](CO)[C@H](C(=O)NCCC)[C@H]2N1CC1CC1 (mixture of isomers) | -0.4

A section of the results above, as a working copy:
SMILES | BioA inh
CCCNC(=O)N1C[C@H](O)COC[C@H]2O[C@H](CC(=O)N3CCN(C)CC3)CC[C@@H]21 | -6.2
C[C@@H]1CCCCO[C@@H](CN(C)S(=O)(=O)c2cn(C)cn2)[C@H](C)CN([C@@H](C)CO)C(=O)c2cc(NC(=O)C3CCCCC3)ccc2O1 | -2.2

(listing goes on)
SMILES | BioA inh
COc1ccc(NC(=O)Nc2ccc3c(c2)C(=O)N([C@@H](C)CO)C[C@@H](C)[C@@H](CN(C)Cc2ccncc2)OCCCC[C@@H](C)O3)cc1 | 1.4
Cc1noc(C)c1NC(=O)N(C)C[C@H]1Oc2cc(C#CCN(C)C)ccc2S(=O)(=O)N([C@H](C)CO)C[C@@H]1C | -0.2
C[C@@H]1CN([C@@H](C)CO)C(=O)Cc2cc(NS(=O)(=O)c3cn(C)cn3)ccc2O[C@@H]1CN(C)Cc1ccc(C(F)(F)F)cc1 | 0.3
C[C@@H]1CCCCO[C@@H](CN(C)Cc2ccc(Cl)c(Cl)c2)[C@H](C)CN([C@H](C)CO)C(=O)c2cc(NC(=O)Nc3ccc(F)cc3)ccc2O1 | -1.7
C[C@@H]1CN([C@@H](C)CO)C(=O)Cc2cc(NS(C)(=O)=O)ccc2O[C@@H]1CN(C)S(=O)(=O)c1cn(C)cn1 | -3.0
C=CCN(Cc1ccccc1)C(=O)[C@H]1N(Cc2ccc(OC)cc2)C(=O)[C@@H]2[C@@H](C(=O)O)C3C=CC21O3 (some centres undefined) | 0.0
Cc1noc(C)c1NC(=O)N[C@H]1CC[C@@H](CC(=O)Nc2ccc(-c3ccccc3)cc2)O[C@H]1CO | -0.7
C/C=C/c1ccc([C@@H]2[C@@H](CO)N(c3nc(CC)cs3)[C@H]2C#N)cc1 | 0.8
CC(C)NC(=O)N(C)C[C@@H]1Oc2ccc(NC(=O)Nc3ccccc3)cc2CC(=O)N([C@H](C)CO)C[C@H]1C | -0.6
C[C@H](CO)N1C[C@H](C)[C@H](CN(C)C(=O)c2ccncc2)Oc2ncc(C#CC3CCCC3)cc2C1=O | 0.4
O=C(C[C@H]1CC[C@H](NC(=O)CN2CCOCC2)[C@H](CO)O1)NCCc1ccccc1 | -3.7
O=C(CN1CCOCC1)N1CC[C@@H]2[C@H](CO)Nc3ccc(-c4ccc(F)cc4)cc3[C@@H]21 | 12
Cc1ccc(S(=O)(=O)Nc2ccc3c(c2)C(=O)N([C@H](C)CO)C[C@H](C)[C@H](CN(C)C(=O)CCC(F)(F)F)OCCCC[C@@H](C)O3)cc1 | 2.0
Cc1ccc(S(=O)(=O)N(C)C[C@@H]2Oc3ccc(NC(=O)NC(C)C)cc3C(=O)N([C@H](C)CO)C[C@H]2C)cc1 | 0.3
CCCNC(=O)C[C@@H]1C[C@H]2c3cc(NC(=O)Nc4ccc(OC)cc4)ccc3O[C@H]2[C@H](CO)O1 | -0.6
COc1ccc(NC(=O)Nc2ccc3c(c2)[C@H]2C[C@@H](CC(=O)NCC4CC4)O[C@@H](CO)[C@H]2O3)cc1 | -0.6
O=C(C[C@H]1C=C[C@@H](NS(=O)(=O)c2ccccc2F)[C@H](CO)O1)NCCCN1CCOCC1 | -2.4
COc1ccc(CNC(=O)C[C@@H]2CC[C@H]3[C@@H](COc4ccc(NC(=O)C(C)C)cc4C(=O)N3C)O2)cc1 | 0.2
CO[C@@H]1CN(C)C(=O)c2ccc(NC(=O)C3CC3)cc2OC[C@@H](C)N(CCC(F)(F)F)C[C@@H]1C | 13
Cc1noc(C)c1S(=O)(=O)Nc1ccc2c(c1)CC(=O)N([C@@H](C)CO)C[C@H](C)[C@H](CN(C)Cc1ccncc1)O2 | -0.2
CNC[C@@H]1Oc2cc(C#Cc3ccccc3F)ccc2S(=O)(=O)N([C@@H](C)CO)C[C@H]1C | 1.8
Cc1noc(C)c1NC(=O)Nc1ccc2c(c1)C(=O)N([C@@H](C)CO)C[C@H](C)[C@H](CN(C)C(=O)NC1CCCCC1)O2 | -5.4
COc1cccc(S(=O)(=O)N(C)C[C@H]2Oc3ncc(C#CC(C)C)cc3C(=O)N([C@H](C)CO)C[C@H]2C)c1 | -0.3
Cc1noc(C)c1NC(=O)Nc1ccc2c(c1)C(=O)N([C@H](C)CO)C[C@@H](C)[C@H](CN(C)Cc1ccncc1)OCCCC[C@@H](C)O2 | -1.8
C[C@@H]1CN([C@H](C)CO)C(=O)c2cccc(NC(=O)c3ccc(-c4nccs4)cc3)c2O[C@@H]1CN(C)S(=O)(=O)c1cn(C)cn1 | 2.9
C[C@@H]1CN([C@@H](C)CO)C(=O)c2cc(C#CC(C)(C)O)cnc2O[C@@H]1CN(C)Cc1ccccn1 | -2.0
C[C@H](CO)N1C[C@H](C)[C@H](CN(C)C(=O)Nc2ccc3c(c2)OCO3)Oc2ccc(NS(=O)(=O)c3cn(C)cn3)cc2CC1=O | -2.5
CCCC#Cc1cnc2c(c1)C(=O)N([C@@H](C)CO)C[C@H](C)[C@@H](CN(C)C(=O)Cc1cccnc1)O2 | 2.2
CCCC#Cc1ccc([C@@H]2[C@H](CO)N3CCCCN(S(=O)(=O)c4ccccc4F)C[C@@H]23)cc1 | 0.6
Cc1ccc(S(=O)(=O)N[C@H]2CC[C@H](CC(=O)N3CCN(c4ccccc4)CC3)O[C@H]2CO)cc1 | -1.9
C/C=C/c1cnc2c(c1)C(=O)N([C@H](C)CO)C[C@@H](C)[C@H](CN(C)C(=O)Nc1cccc(OC)c1)O2 | -0.2
C[C@@H]1CN([C@H](C)CO)C(=O)c2cc(C#CC3CCCC3)cnc2O[C@H]1CN(C)C(=O)C1CC1 | 1.2
CO[C@@H]1CC[C@H]2CCN(C)C(=O)C[C@H](c3ccccc3)CN(C)C(=O)c3cc(C#N)ccc3OC[C@@H]1O2 | -7.6
Cn1cnc(S(=O)(=O)N[C@H]2CC[C@@H](CC(=O)Nc3ccccc3)O[C@@H]2CO)c1 | -1.5
O=C(Nc1cccc(Cl)c1)N[C@@H]1CC[C@H](CCNC(=O)C2CCCCC2)O[C@H]1CO | 2.3
COc1ccc(NC(=O)Nc2ccc3c(c2)C(=O)N([C@H](C)CO)C[C@H](C)[C@H](CN(C)S(=O)(=O)c2ccc(C)cc2)O3)cc1 | -2.5

Laid out differently: 2 of the compounds above.
| SMILES | BioA inh |
| --- | --- |
| C[C@@H]1CN([C@@H](C)CO)C(=O)c2cc(C#CC(C)(C)O)cnc2O[C@@H]1CN(C)Cc1ccccn1 | -2.0 |
| CCCC#Cc1cnc2c(c1)C(=O)N([C@@H](C)CO)C[C@H](C)[C@@H](CN(C)C(=O)Cc1cccnc1)O2 | 2.2 |

Other entries:
SMILES | BioA inh
O=C(NCC[C@@H]1CC[C@H](NC(=O)C2CCCC2)[C@H](CO)O1)c1cnccn1 | -1.1
C[C@@H]1CN([C@@H](C)CO)C(=O)c2cc(/C=C/c3ccccc3)cnc2O[C@H]1CN(C)C(=O)C1CCCCC1 | 3.4
O=C(C[C@H]1C[C@H]2c3cc(NC(=O)C4CCC4)ccc3O[C@H]2[C@@H](CO)O1)NCC1CC1 | -0.7
C[C@H]1CN([C@@H](C)CO)S(=O)(=O)c2ccc(C#CC3CC3)cc2O[C@H]1CN(C)C(=O)CC1CC1 | 0.6
CC(C)NC(=O)Nc1cccc2c1O[C@@H](CN(C)CC1CCCCC1)[C@@H](C)CN([C@@H](C)CO)C2=O | -2.6
C[C@H]1CN([C@@H](C)CO)C(=O)c2cc(NS(=O)(=O)c3cn(C)cn3)ccc2O[C@@H]1CN(C)Cc1ccc(C(=O)O)cc1 | 0.3
C[C@H]1CN([C@@H](C)CO)C(=O)Cc2cc(N(C)C)ccc2O[C@H]1CN(C)C(=O)Nc1ccccc1 | 0.1
COc1cccc(-c2ccc3n(c2=O)C[C@@H]2[C@@H](CO)[C@H](C(=O)NC4Cc5ccccc5C4)N[C@H]32)c1 | -1.3
C[C@@H]1CN([C@H](C)CO)C(=O)c2cc(C#CC3CCCCC3)cnc2O[C@@H]1CN(C)Cc1cccnc1 | -0.1
O=C(C[C@@H]1CC[C@H](NC(=O)Nc2ccc(F)cc2)[C@@H](CO)O1)NCCN1CCCC1 | -0.5
O=C([C@H]1N[C@H]2c3ccc(-c4ccccc4)c(=O)n3C[C@H]2[C@@H]1CO)N1CCOCC1 | -2.4
CC(C)NC(=O)N[C@@H]1CC[C@@H](CC(=O)NCc2ccc(Oc3ccccc3)cc2)O[C@@H]1CO | -2.8
CO[C@H]1CN(C)C(=O)c2cc(NS(=O)(=O)CC(F)(F)F)ccc2OC[C@H](C)N(Cc2ccccn2)C[C@@H]1C | -3.2
CC=Cc1ccc2n(c1=O)C[C@H]1[C@H](CO)[C@@H](C(=O)NCCCN3CCOCC3)N(C)[C@@H]21 (mixture of isomers) | -1.4
C[C@H]1CN([C@@H](C)CO)C(=O)c2cc(NS(C)(=O)=O)ccc2O[C@H]1CN(C)CC1CC1 | -3.1
Cc1ccc(S(=O)(=O)Nc2cccc3c2O[C@@H](CN(C)S(=O)(=O)c2ccccc2)[C@H](C)CN([C@@H](C)CO)C3=O)cc1 | 2.9
C[C@@H]1CCCCO[C@@H](CN(C)C)[C@@H](C)CN([C@H](C)CO)C(=O)c2cc(NC(=O)c3ccncc3)ccc2O1 | -1.0
O=C(C[C@@H]1CC[C@@H]2[C@H](COC[C@@H](O)CN2Cc2ccccc2)O1)NCCCN1CCOCC1 | -1.1
COCC(=O)N1CCCCN2[C@H](C1)[C@@H](c1ccc(C#Cc3cccnc3)cc1)[C@@H]2CO | 4.6
O=C(NCC[C@@H]1CC[C@@H](NS(=O)(=O)Cc2ccccc2)[C@@H](CO)O1)C1CCCC1 | -2.8
CO[C@@H]1CN(C)C(=O)c2cc(NC(=O)Nc3ccccc3F)ccc2OC[C@H](C)N(CC2CC2)C[C@@H]1C | -2.3

High-throughput results from PubChem.

These rows are one share of the data; rates above refer to the full screens.
